# ADAM17 inh: ADAM17 inhibitors, primary screen, biochemical, QFRET | Disintegrin and metalloproteinase domain-containing protein 17 (Homo sapiens), P78536 | recombinant ADAM17, EDANS/DABCYL FRET peptide cleavage | inhibition, % at 6.95 µM | actives 0.83% (n = 370,000);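 active = inhibition above the mean of compounds lying between control limits plus 3 SD, set per campaign, cut at about 8.5% in these data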;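 note: 0% = DMSO-only wells as the low control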
# PLCg1 inh: PLC-gamma1 enzyme inhibitors, primary screen, biochemical, fluorescence, purified enzyme; 1-phosphatidylinositol 4,5-bisphosphate phosphodiesterase gamma-1 (Homo sapiens), P19174; fluorogenic substrate; inhibition, % at 12.2 µM; actives 0.84% (n = 370,000); AID 720700, 2013; in the data active = inhibition above about 9.5%
# DDE Tn6 FP inh: inhibitors of Tn6 peptide binding to fibrin DD(E), primary screen, biochemical, fluorescence polarization, human fibrin, Tn6 probe; Fibrinogen beta chain (Homo sapiens), P02675; inhibition, % at 8.3 µM; Fibrin DD(E) TRITC-Tn6 fluorescence polarization displacement; actives 0.21% (n = 370,000);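 active = inhibition above a per-campaign cutoff: mean of compounds within control limits plus 3 SD, cut at about 15% in these data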;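 note: 0% = median of all compound wells on the plate and 100% = blocking peptide control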
# Target sequence (P02675 whole entry, looked up): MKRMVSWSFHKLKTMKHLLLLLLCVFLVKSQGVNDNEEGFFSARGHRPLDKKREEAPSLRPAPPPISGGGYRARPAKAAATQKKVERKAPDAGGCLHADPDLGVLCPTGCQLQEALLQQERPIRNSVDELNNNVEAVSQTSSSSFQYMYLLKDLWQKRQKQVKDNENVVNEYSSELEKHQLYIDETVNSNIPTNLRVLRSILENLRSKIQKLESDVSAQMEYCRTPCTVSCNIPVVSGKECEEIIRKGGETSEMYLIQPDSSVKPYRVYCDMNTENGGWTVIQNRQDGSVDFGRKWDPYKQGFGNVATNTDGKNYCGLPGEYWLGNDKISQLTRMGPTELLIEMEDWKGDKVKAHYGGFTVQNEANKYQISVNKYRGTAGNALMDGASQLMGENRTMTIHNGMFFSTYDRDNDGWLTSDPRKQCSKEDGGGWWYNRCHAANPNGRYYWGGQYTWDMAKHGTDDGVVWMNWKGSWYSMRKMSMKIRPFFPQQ
# ASAP1 inh: inhibitors of human ASAP1 ArfGAP activity, primary screen, biochemical, fluorescence polarization; Arf-GAP with SH3 domain, ANK repeat and PH domain-containing protein 1 (Homo sapiens), …; ASAP1-stimulated ARF1 GTP hydrolysis, GDP FP detection; inhibition, % at 16.5 µM; actives 0.19% (n = 360,000); AID 624377, 2012; in the data active = inhibition above about 25%;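 note: 0% = vehicle with enzyme and substrate and 100% = no enzyme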
# Target sequence (Q9ULH1 325-724 limits assumed): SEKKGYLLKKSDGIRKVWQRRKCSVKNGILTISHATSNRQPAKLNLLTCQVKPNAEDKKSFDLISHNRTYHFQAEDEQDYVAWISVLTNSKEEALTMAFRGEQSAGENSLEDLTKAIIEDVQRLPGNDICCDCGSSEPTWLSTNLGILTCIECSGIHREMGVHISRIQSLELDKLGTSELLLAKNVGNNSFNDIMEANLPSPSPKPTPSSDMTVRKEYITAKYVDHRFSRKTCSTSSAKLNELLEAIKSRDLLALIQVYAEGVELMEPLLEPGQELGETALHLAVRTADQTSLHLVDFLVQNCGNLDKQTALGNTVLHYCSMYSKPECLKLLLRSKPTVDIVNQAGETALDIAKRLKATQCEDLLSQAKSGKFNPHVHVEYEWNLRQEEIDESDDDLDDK
# MBD2 DNA inh: inhibitors of MBD2 binding to methylated DNA, primary screen, biochemical, TR-FRET, DNA-binding domain, human; MBD2 binding to methylated oligonucleotide; inhibition, % at 4.4 µM; actives 0.31% (n = 370,000); AID 686964, 2013; in the data active = inhibition above about 13%
# UHRF1 binding: UHRF1 methylated DNA binding inhibitors, primary screen, counter-screen for MBD2 inhibitor project, biochemical, TR-FRET, human UHRF1, single concentration; E3 ubiquitin-protein ligase UHRF1 (Homo sapiens), Q96T88; UHRF1 binding to methylated oligo; inhibition, % at 4.4 µM; actives 0.75% (n = 370,000); AID 687016, 2013; in the data active = inhibition above about 21%;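 note: UHRF1 SRA domain binding a hemimethylated CpG hairpin DNA probe; 0% = median of test compound wells and 100% = reference inhibitor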
# KLK7 zymogen act: proKLK7 zymogen activators, primary screen, biochemical, fluorescence intensity. Kallikrein-7 (Homo sapiens), P49862. purified proKLK7, EDANS-DABCYL substrate fluorescence; 100% is mature enzyme control, 0% vehicle. activation, % at 7 µM. actives 0.9% (n = 370,000);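 active = activation above the mean of all tested compounds plus 3 SD, computed per campaign excluding outliers beyond control limits, cut at about 13% in these data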
# Tn7 DDE FP: inhibitors of Tn7 peptide binding to fibrin DD(E), primary screen, biochemical, fluorescence polarization, human fibrin, Tn7 probe; Fibrinogen beta chain (Homo sapiens), P02675; FP displacement of FITC-Tn7 peptide from fibrin DD(E); 0% = median of compound wells per plate; inhibition, % at 8.3 µM; actives 0.13% (n = 370,000);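 active = inhibition above the mean of compounds falling within the control limits plus 3 SD of them, cut at about 14% in these data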;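 note: 0% = plate median of compound wells and 100% = 10 µM Aha-Tn7 peptide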
#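 System: human fibrin DD(E); quantity: Fibrin-DD(E) at 2 µM final; also added: fluorescent Tn7 probe at 0.1 µM; compound dosing: single nominal test concentration of 8.3 µM per compound; schedule: 10 min preincubation, 3 h with tracer, room temperature; detection: fluorescence polarization of the labelled Tn7 tracer; repeats: one replicate per compound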
# PLC-beta3 inh: human PLC-beta3 inhibitors, primary screen, biochemical, fluorescence; 1-phosphatidylinositol 4,5-bisphosphate phosphodiesterase beta-3 (Homo sapiens), Q01970; Purified PLC-beta3, fluorogenic substrate; inhibition, % at 12.2 µM; actives 0.18% (n = 370,000); in the data active = inhibition above about 11%;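 note: 0% = median of compound wells on plate and 100% = full blocker control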
# ARFGAP1 inh: inhibitors of rat ARFGAP1 GAP activity, primary screen, biochemical, fluorescence polarization, GDP tracer | ADP-ribosylation factor GTPase-activating protein 1 (Rattus norvegicus), Q62848 | inhibition, % at 16.5 µM | Arfgap1-stimulated ARF1 GTP hydrolysis, GDP FP detection | actives 0.26% (n = 360,000);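 active = inhibition above a per-plate limit, mean inhibition of low control wells plus 3 SD, cut at about 25% in these data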;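 note: 0% = DMSO wells with enzyme and 100% = wells lacking Arfgap1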
# Target sequence (Q62848 1-136 limits assumed): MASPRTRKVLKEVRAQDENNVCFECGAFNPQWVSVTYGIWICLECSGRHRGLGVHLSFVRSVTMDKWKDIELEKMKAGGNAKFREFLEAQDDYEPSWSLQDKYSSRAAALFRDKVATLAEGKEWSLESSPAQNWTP
#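 Material: rat Arfgap1 GAP domain (His6, aa 1-136), purified enzyme. Also added: human ARF1(Δ1-17)-GTP substrate. Compound dosing: 16.5 µM single point, 1.26% DMSO. Timing: enzyme reaction 120 min at 25 °C after 20 min preincubation. Signal: GDP detection by fluorescence polarization. Read-out basis: percent inhibition of GAP-stimulated GDP formation, scaled between DMSO and no-Arfgap1 medians.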
# Active calls of the source: *; nt = no result given. Not a hit list; overall some 4.1% were active at least once.
SMILES,MBD2 DNA inh,KLK7 zymogen act,PLC-beta3 inh,Tn7 DDE FP,DDE Tn6 FP inh,ARFGAP1 inh,ADAM17 inh,ASAP1 inh,UHRF1 binding,PLCg1 inh
CN(c1ccccc1C(=O)NCc1ccccn1)S(C)(=O)=O,-3,-0.3,-4,3,4,-10,-5,-3,-4,-5
CCOc1ccccc1C(=O)NCC(=O)O,0,-0.3,2,6,5,2,-3,8,-4,6
COC(=O)C1=C(C)N(C)C(=NCc2ccc(OC)cc2)NC1c1ccc(F)cc1 (stereo not given),2,0.2,2,2,0,2,-4,-5,-1,3
Cc1csc(CNC(=O)c2cc(COc3c(C)cccc3C)on2)n1,1,0.7,-22,-4,-2,-5,0,0,1,-12
Cc1ccc(S(=O)(=O)N2CCN(C(=O)CSc3nc4ccccc4o3)C2)cc1,0,0.2,4,-1,7,5,-1,-5,-3,0
O=C1CC(N2CCN(C3CC(=O)N(CCc4ccccc4)C3=O)CC2)C(=O)N1CCc1ccccc1 (stereo not given),-5,0.5,6,-2,0,-4,0,-3,-1,1
Cc1cc(-c2ccccc2)[nH]c(=O)c1S(=O)(=O)c1ccccc1,1,-3.8,-115,3,4,2,-42,-2,0,-90
Cc1cc(C)c2c(C)[nH]nc2n1,5,-1.0,-4,-3,-5,7,-4,10,2,2
Cc1cccc(Cc2c(C)nc3c(C(=O)NCc4ccco4)cnn3c2C)c1,2,-0.8,-69,-2,-2,3,-41,9,0,-52
CCOc1ccc(NC(=O)CN(C)c2ccc(S(=O)(=O)N(C(C)C)C(C)C)cn2)cc1OCC,-2,-0.8,0,0,7,2,1,3,-2,1
C[C@H](O)[C@@H]1CN2CCc3ccc(-c4ccc5c(c4)OCO5)cc3[C@@H]2C[C@@H]1N(C)C(=O)Nc1ccccc1,-4,0.6,-1,-1,-5,nt,-3,nt,0,0
CC(C)(C)NC(=O)C1c2ccccc2OCC(=O)N1Cc1cccnc1 (stereo not given),-4,0.1,2,1,0,3,0,-2,-1,0
CCOc1ncccc1C(=O)OCC(=O)c1cccc(Br)c1,-8,-0.1,0,5,5,-26,5,0,-2,-1
Cc1cc(NC(=O)CCN2C(=O)C3C4CCC(C4)C3C2=O)cc(C)c1Br (stereo not given),3,0.3,2,3,-2,6,0,2,-2,6
COc1cc2c(cc1OC)CN(C(C)C(=O)N1CCc3ccccc31)CC2 (stereo not given),-2,2.9,-36,6,10,9,-12,-12,-1,-23
CCOC(=O)c1c(-c2ccccc2)csc1NC(=O)c1nn(CC)cc1Br,-2,-0.9,-9,6,2,0,-7,1,2,-6
c1ccc(-c2nc3ccccc3nc2-c2ccc(CN3CCC4(CC3)CNc3ccccc34)cc2)cc1,-1,-0.1,-5,-2,-7,11,0,9,-3,-3
COc1ccc(S(=O)(=O)N2C[C@H]3CON(C)[C@H]3C[C@H]2c2ccc(-c3cccc(F)c3)cc2)cc1,-1,-0.1,1,3,5,2,3,-4,-1,1
CCN(CC)CCn1c2ccccc2c2n[nH]c(=S)nc21,-5,-1.1,-2,-12,-12,1,-1,-4,-5,0
Cn1c(Cn2c(=O)sc3ccccc32)nnc1SCC(=O)N1CCN(c2ccccc2)CC1,-3,0.4,5,-4,0,4,-1,1,-1,3
Cc1csc(=O)n1CC(=O)OCC(=O)Nc1ccc(F)c(F)c1,-1,0.2,-6,8,-1,3,-3,-8,-1,1
NC(=O)c1ccc(N2CCN(c3ncc(C(F)(F)F)cc3Cl)CC2)cc1,-1,0.5,-3,4,0,1,0,-2,-3,3
COc1ccc(C2/C=C\CN3CCC[C@H]3C(=O)N2Cc2ccc(F)cc2)cc1 (stereo not given in full),2,0.6,-3,-9,-3,11,-2,4,-2,-6
Cc1ccc(S(=O)(=O)N(C)CC(=O)O/N=C(\N)c2ccccn2)cc1,3,-0.5,4,2,11,-1,-2,-2,1,1
CCN(CC)C(=O)c1[nH]cnc1C(=O)N[C@@H](C)c1ccccc1,-1,0.5,8,-12,-6,8,4,3,2,8
Cn1c(-c2ccc3c(c2)OCO3)cnc1NC(=O)CCC(=O)NCCc1ccccc1,-4,0.3,-2,3,6,-9,-3,-6,-1,2
COC(=O)c1cccc(-n2c(C)cc(C=O)c2C)c1C,-1,0.1,-16,-2,10,3,-1,-6,-2,-13
CC(C)Cc1csc(NC(=O)c2ccc(Br)cc2)c1C(=O)O,4,-0.3,-19,-2,1,9,-5,4,0,-6
Cc1ccc(Sc2nc3ccc(C)cn3c(=O)c2/C=N/O)cc1,-1,1.2,-12,-6,-4,-8,-5,-8,1,-13
CCOC(=O)Cc1csc(NC(=O)CSc2nnc(-c3ccncc3)o2)n1,-2,0.0,3,-7,3,-4,-2,-1,-1,-2

# A run of entries from the list above, as a working copy:
SMILES,MBD2 DNA inh,KLK7 zymogen act,PLC-beta3 inh,Tn7 DDE FP,DDE Tn6 FP inh,ARFGAP1 inh,ADAM17 inh,ASAP1 inh,UHRF1 binding,PLCg1 inh
Cc1ccc(Sc2nc3ccc(C)cn3c(=O)c2/C=N/O)cc1,-1,1.2,-12,-6,-4,-8,-5,-8,1,-13
CCOC(=O)Cc1csc(NC(=O)CSc2nnc(-c3ccncc3)o2)n1,-2,0.0,3,-7,3,-4,-2,-1,-1,-2

# Remaining list, next part:
SMILES,MBD2 DNA inh,KLK7 zymogen act,PLC-beta3 inh,Tn7 DDE FP,DDE Tn6 FP inh,ARFGAP1 inh,ADAM17 inh,ASAP1 inh,UHRF1 binding,PLCg1 inh
Cc1nn(C)c(C)c1S(=O)(=O)NC1CCCc2ccccc21 (stereo not given),2,-0.1,1,4,0,4,-2,2,0,0
CCC(c1nnc(SCC(=O)Nc2cccnc2Cl)n1-c1ccccc1)N(C)C (stereo not given),2,-0.1,0,5,0,5,1,8,-3,2
Cc1nn(-c2ccccc2)c(Cl)c1/C=N/NC(=O)c1ccn[nH]1,1,0.0,-7,5,-5,7,-1,-5,2,0
COc1ccc(OC)c(NC(=O)c2ccc(CSc3ncccn3)cc2)c1,-6,0.5,-4,2,-4,8,0,-3,1,-4
CC1CC(NC(=O)CCn2c(=O)oc3ccccc32)CC(C)(C)C1 (stereo not given),-2,0.3,1,-1,5,-8,1,0,-1,2
CC(C)(C)S(=O)(=O)c1ccsc1C(=O)O,-5,0.1,4,6,-1,-3,0,-6,-3,0
COc1ccccc1Nc1nnc(SCC(=O)N2CC(=O)Nc3ccccc32)s1,6,0.5,-86,-1,-3,9,0,-5,4,0
COc1cc(CC(=O)NCCc2ccc(S(N)(=O)=O)cc2)cc(OC)c1OC,-4,0.8,5,3,4,5,-2,-5,-2,2
O=C(NCC1CCN(Cc2ccccc2)CC1)[C@H]1O[C@@H](n2ccc(=O)[nH]c2=O)[C@H](O)[C@@H]1O,-1,0.2,4,-5,2,-15,-4,7,1,1
CC(/C=C/c1ccc2c(c1)OCO2)=N\NC(=O)c1ccccc1,0,-0.7,-20,-4,-2,8,-6,1,-2,-14
Cc1ccc(-c2noc(CSc3nnc(CCc4ccccc4)n3-c3ccccc3)n2)cc1,-2,0.8,-1,5,2,2,5,14,-1,1
CCC[C@@H](OS(N)(=O)=O)[C@@H](Cc1ccccc1)C(=O)OCC,-4,0.6,0,2,-7,8,1,5,-5,-53
CC1(C(=O)NS(C)(=O)=O)CCN1C(=O)Cc1ccc(Cl)cc1Cl (stereo not given),-3,-0.7,3,0,7,-11,1,-9,0,1
O=C(Nc1nccs1)c1ccc(COc2ccccc2)o1,-1,3.9,1,1,-4,-7,-2,-6,-2,0
CC(/C=C/C1(O)C(C)CC(O)CC1(C)C)OC1OC(CO)C(O)C(O)C1O (stereo not given),7,-0.4,-17,4,1,10,-8,5,8,-10
CN(CC1CCCN(CCc2ccc(Cl)cc2)C1)C(=O)CC(F)(F)F (stereo not given),-4,-0.1,-7,2,1,-11,-3,-10,2,7
COC(CNC(=O)C1CCN(S(=O)(=O)c2cccc3nsnc23)CC1)OC,3,0.3,-8,-3,-6,-9,-2,-2,-2,-2
COc1ccc(N2CCN(S(=O)(=O)CCNC(=O)COc3cccc(OC)c3)CC2)cc1,-4,0.4,4,-1,-2,-9,2,11,0,0
O=C(Nc1cccc2ccccc12)c1ccc2sc([C@@H]3O[C@H](CO)[C@@H](O)[C@H]3O)nc2c1,-1,-0.2,4,-7,4,6,2,-14,-1,4
CC1C(=O)N(Cc2cn(CCC3OCCCO3)nn2)CCS(=O)(=O)N1Cc1ccc(-c2ccc(F)nc2)cc1 (stereo not given),8,-0.3,0,-8,-5,-3,-5,14,10,1
COC(=O)NCc1ccc(Cl)c(Cl)c1,-5,-0.4,2,0,-5,-14,4,3,2,12*
CC1(C)CC(NC(=O)C23CCC(C)(C(=O)C2=O)C3(C)C)CC(C)(C)N1 (stereo not given),4,-0.6,-3,-3,-2,-13,-7,-6,2,-2
Cc1cccc(Cc2nnc(NC(=O)c3cccc(S(=O)(=O)N4CCOCC4)c3)s2)c1,-5,0.9,2,-1,3,8,1,-14,-1,-1
O=C(Nc1c2c(nn1-c1ccccc1)CSC2)c1ccc(N2C(=O)CCC2=O)cc1,0,-0.2,-1,-5,-2,4,0,12,3,0
CCOC(=O)c1cc(-c2ccc(OC(F)F)cc2)nc2c1c(=O)[nH]c(=O)n2C,-1,-46,-146,3,1,2,-161,-12,2,-150
CC(C)C(=O)Nc1cccc(NC(=O)c2cccnc2)c1,2,0.2,3,-4,2,5,0,-2,0,3
CC(C)(C)N=Cc1c(O)ccc2oc3c(c12)CCCC3,-6,-0.2,-59,7,0,-1,-9,1,-3,-40
Fc1ccc(CN2CCN(C(=S)NCCc3ccccc3)CC2)c(Cl)c1,-1,0.3,-2,-1,9,1,0,8,-2,3
Cc1ccc(C(=O)N2CC=C(c3ccccc3)CC2)o1,-3,-0.3,-4,-6,-4,5,0,10,3,-4
